From PubChem BioAssay
Cycloheximide cs: Cycloheximide Counterscreen for Small Molecule Inhibitors of Shiga Toxin; cell reporter, cycloheximide protein synthesis inhibition counterscreen; max response, %; actives 12% (n = 300,000); in the data active = max response mostly above about 13%, no sharp cut-off; inactive = mostly below about 14%; note: read at 38.3 µM for the half of the compounds with a filed dose; 0% is about no effect
AMA1-RON2 inh: qHTS for Inhibitors of AMA1-RON; Towards Development of Antimalarial Drug Lead: Primary Screen. Plasmodium falciparum AMA1 (3D7) - RON2 peptide interaction. AlphaScreen AMA1-biotinylated RON2 peptide binding. Potency, µM (top dose mostly 58.2 µM), inactives show at the highest dose activity change, negative = inhibition, most hits filed as inhibitors. actives 0.2% (n = 360,000);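 note: potency is the fitted concentration of half-maximal effect; 0% = vehicle wells and -100% = peptide control; nearly all actives have a fitted effect of over 45% in size; some results filed as inactive show a strong effect at the top dose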
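AMA1 (3D7) with his tag at 25 nM final met compounds first, then biotinylated RON2 peptide at 25 nM; detection used donor plus acceptor beads, 10 µg/mL apiece, read by AlphaScreen after 30 min at room temperature.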
AmpC detergent: qHTS Inhibitors of AmpC Beta-Lactamase (assay with detergent). AmpC hydrolysis of nitrocefin, absorbance 480 nm, 0.01% Triton. P00811. Potency, µM (top dose mostly 114 µM), inactives show top-dose activity change, negative = inhibition, actives largely listed as inhibitors. actives 0.041% (n = 370,000);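 note: potency is the fitted concentration of half-maximal effect; 0% = no-compound wells and -100% = no-enzyme wells; nearly all actives have a fitted effect of over 25% in size; some results filed as inactive show a strong effect at the top dose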
Target sequence (P00811 whole entry, looked up): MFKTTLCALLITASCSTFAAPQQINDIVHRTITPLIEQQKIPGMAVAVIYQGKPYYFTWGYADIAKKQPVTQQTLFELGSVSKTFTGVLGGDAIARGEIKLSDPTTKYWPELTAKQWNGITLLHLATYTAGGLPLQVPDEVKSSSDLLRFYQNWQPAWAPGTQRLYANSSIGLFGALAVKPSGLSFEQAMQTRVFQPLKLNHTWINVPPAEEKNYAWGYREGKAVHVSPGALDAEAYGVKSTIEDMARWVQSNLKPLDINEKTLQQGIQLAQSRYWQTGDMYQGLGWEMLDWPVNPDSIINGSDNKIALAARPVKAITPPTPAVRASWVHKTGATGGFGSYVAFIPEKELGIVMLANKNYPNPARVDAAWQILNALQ
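AmpC (5.3 nM in the dispensed reagent) in 20 mM phosphate pH 7.0 with 0.01% (detergent screen) or 0.0001% Triton X-100 was preincubated with compounds for 15 min at room temperature. Nitrocefin was then added from an 800 uM solution, and hydrolysis was followed at 480 nm.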
AmpC inh no detg: qHTS Inhibitors of AmpC Beta-Lactamase (assay without detergent); actives 0.52% (n = 330,000); AID 485341, 2010; Potency, µM (titrated, usually from 57.1 µM), without a hit: top-dose activity change, negative = inhibition, hits mostly inhibitors; P00811; AmpC nitrocefin hydrolysis, absorbance 480 nm, 0.0001% Triton;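 note: potency is the fitted concentration of half-maximal effect; plate controls were no compound for no effect and no enzyme for full effect; nearly all actives have a fitted effect of over 20% in size; some results filed as inactive show a strong effect at the top dose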
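AmpC (5.3 nM in the dispensed reagent) in 20 mM phosphate pH 7.0 with 0.01% (detergent screen) or 0.0001% Triton X-100 was preincubated with compounds for 15 min at room temperature. Nitrocefin was then added from an 800 uM solution, and hydrolysis was followed at 480 nm.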
Giardia FBPA inh: qHTS Assay for Inhibitors of Fructose-1,6-bisphosphate Aldolase from Giardia Lamblia | A8B2U2 | purified Giardia FBPA | Potency, µM (series often up to 59.6 µM), inactives show at the highest dose activity, negative = inhibition, most hits filed as inhibitors | actives 0.71% (n = 290,000) | AID 2451, 2010; note: potency is the fitted concentration of half-maximal effect; % is set by controls: 0 for no effect and ±100 for the full control effect; nearly all actives have a fitted effect of over 55% in size
Target sequence (A8B2U2 whole entry, looked up): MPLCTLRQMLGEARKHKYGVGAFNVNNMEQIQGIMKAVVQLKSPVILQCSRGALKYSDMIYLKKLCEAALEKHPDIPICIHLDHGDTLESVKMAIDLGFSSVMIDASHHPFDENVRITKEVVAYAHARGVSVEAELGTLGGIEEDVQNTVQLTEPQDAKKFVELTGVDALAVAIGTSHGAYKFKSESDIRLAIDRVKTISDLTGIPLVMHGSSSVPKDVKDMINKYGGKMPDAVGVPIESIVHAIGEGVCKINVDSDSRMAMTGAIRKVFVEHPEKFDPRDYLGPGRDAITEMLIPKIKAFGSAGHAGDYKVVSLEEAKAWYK
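40 nM FBPA preincubated 10 min at RT with compound (up to 57.5 uM final), then substrate plus GAPDH/TPI/NAD/arsenate coupling and diaphorase/resazurin added. Fluorescence read after 20 min at RT, 525/598 nm.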
Shiga toxin inh: A qHTS for Small Molecule Inhibitors of Shiga Toxin; inhibition, % at 38.7 µM; AID 2315, 2010; Vero cells, Shiga toxin protein synthesis inhibition reporter; actives 9.2% (n = 290,000); in the data active = inhibition mostly above about 28%, no sharp cut-off; inactive = mostly below about 43%; note: 0% is about no effect
HCMV inh: qHTS Assay for inhibitors of the human cytomegalovirus (HCMV) | activity change, negative = inhibition, % at 57.5 µM | actives 4.5% (n = 410,000) | AID 1259415, 2018 | HFF cells, HCMV-luciferase reporter, 72 h; stronger effect = lower value; in the data active = activity change below about -60%; inconclusive = no clear call, values can overlap the other calls; inactive = above about -39%; note: % is set by controls: 0 for no effect and ±100 for the full control effect
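Compounds were evaluated in HFFs infected with an HCMV luciferase reporter virus (MOI 1 PFU/cell). Luciferase in lysates collected 72 h post infection served as the replication measure.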
* marks the source's active call; other numbers are inactive results; ? = inconclusive; / = no result given; & = joins results of further samples; [ ] = another dose, or the depositor's remark. Unless noted, calls come from the whole dose curve; as a rule, active = well fitted curve in the direction sought with a large enough effect; inconclusive = small, poorly fitted or top-dose-only effect, or another doubt; inactive = no such curve, though single readings can be large; an effect the other way counts as inactive or inconclusive. Rows were taken by chance. About 16% of those tested had a hit in this group.

structure,Cycloheximide cs,AMA1-RON2 inh,AmpC detergent,AmpC inh no detg,Giardia FBPA inh,Shiga toxin inh,HCMV inh
CCOCCN(C(=O)c1ccccc1Cl)c1ccccc1,1.8,4.6%,-1.1%,0.2%,-8.0%,-6.6,10.9
CCOCC(=O)Nc1c(C(=O)OCC)oc2ccccc12,-1.6,0.0%,0.9%,-5.7%,7.6%,-15.3,24.1
CC12CC3CC(C)(C1)CC(C(=O)NNC(=O)c1ccncc1)(C3)C2,-2.5,4.5%,-5.6%,0.5%,-12.4%,-11.3,-5.2
COc1ccc(CCN2C(=O)N(c3ccc(OC)cc3)C(=O)C2CC(=O)Nc2ccc(OC)cc2)cc1 (stereo unspecified),1.2,1.9%,-8.6%,-11.7%,-8.6%,17.8,18.7
C=C(C)COc1ccc(-c2[nH]ncc2-c2ccc(OC)cc2)c(O)c1,0.6,78.9%[activator],-3.0%,-54.4%,-8.1%,-14.7,-70.5*
O=C1c2ccccc2C(=O)N1CCCOc1ccccc1,39.0*,17.5%,0.5%,-16.1%,-4.2%,89.8*,5.5
Cc1ccc(-n2ncc3c2CCCC3NC(=O)CCc2cnccn2)cc1C (stereo unspecified),-1.4,9.7%,?,46.0%,11.9%,-4.1,13.6
COc1ccc(C2CC(C(F)(F)F)n3nc(C(=O)O)cc3N2)cc1OC (stereo unspecified),-4.0,15.4%,?,-24.6%,0.5%,-20.6,44.1
COc1ccc(OC)c2c(C)cc(N3CCN(C(=O)c4ccc(F)cc4)CC3)nc12,-2.5,-12.0%,-5.2%,/,?,25.0,2.5
O=S(=O)(c1ccc2c(c1)OCCO2)N1CCC(n2nnc3cc(C(F)(F)F)ccc32)CC1,-2.7,-17.0%,-10.7%,-28.0%,-4.7%,-2.8,-38.8
Cc1nc(N2CCN(C(=O)c3cnccn3)CC2)c2c3c(sc2n1)CC(C(C)(C)C)CC3 (stereo unspecified),-0.9,-5.5%,0.8%,-5.1%,2.8%,18.2,21.2
Cn1c(=O)n(C)c2cc(NC(=O)COc3ccc(F)cc3)ccc21,0.8,1.5%,?,-8.9%,-3.7%,-4.8,73.5
CN(C)S(=O)(=O)c1ccc2oc(SCC(=O)c3c(N)n(C4CC4)c(=O)[nH]c3=O)nc2c1,/,-6.9%,?,-23.6%,/,/,-27.9
CCc1nc2sc3ccccc3c(=O)c2c(=O)n1Cc1ccc(OC)cc1,-1.5,5.0%,0.8%,-39.7%,-3.1%,13.7,-5.7
Cc1ccccc1OCc1occc1C(=O)Nc1cccc(-n2cnnn2)c1,0.9,8.0%,1.9%,-44.1%,-5.2%,-3.6,-37.5
COC(=O)Cn1c(=O)c2c(nc3n2CC(C)CN3CCc2ccccc2)n(C)c1=O (stereo unspecified),-2.0,-1.2%,1.5%,90.0%[activator],9.0%,-8.8,5.8
Cc1cccc(OCC(=O)NNC(=O)CCCCC(=O)NNC(=O)COc2cccc(C)c2)c1,-5.1,-12.8%,0.5%,-2.6%,/,-6.3,-8.6
COc1ccc(CNC(=O)CCc2nc(-c3ccccc3F)no2)c(OC)c1,-2.5,-18.6%,?,0.3%,-4.8%,-3.1,1.6
O=C(/C=C/c1ccco1)Nc1nc(-c2ccccn2)cs1,49.1*,-27.5%,0.0%,-44.1%,17.7µM*,53.5*,45.0
CCN(c1ccccc1C)S(=O)(=O)c1cc2c3c(c1)CCC(=O)N3CCC2,-2.6,17.3%,-4.3%,82.7%[activator],/,-6.3,0.0
COc1ccccc1NC(=O)c1cc2c(CO)cnc(C)c2oc1=Nc1ccc(OC)c(OC)c1,-7.7,16.0%,-1.9%,-10.8%,-3.2%,-4.5,47.5
COCCNC(=S)N1CCN(C(c2ccccc2)c2ccccc2)CC1,-2.2,-2.0%,?,161.7%[activator],6.0%,-2.8,-22.7
COc1ccc(NC(=O)CCN2C(=O)c3ccc([N+](=O)[O-])cc3C2=O)c(OC)c1,-1.3,-8.4%,-4.8%,-25.9%,-10.7%,34.2,11.3
Cn1c(SCC(=O)Nc2cccc(S(=O)(=O)NC3=NCCCCC3)c2)nnc1-c1ccncc1,0.9,-0.6%,-0.9%,-6.7%,-1.7%,-15.8,1.5

Additional compounds follow:
Below each compound: Cycloheximide cs	AMA1-RON2 inh	AmpC detergent	AmpC inh no detg	Giardia FBPA inh	Shiga toxin inh	HCMV inh
> CCCc1c(C(=O)Nc2ccc(F)cc2C)cnn1-c1ccccc1
→ 5.7	-14.3%	7.7%	-3.9%	-0.7%	-6.4	28.8
> CC(Sc1nc2ccccc2c(=O)n1CCc1ccc(S(N)(=O)=O)cc1)C(=O)NC(N)=O (stereo unspecified)
→ -8.6	-11.3%	-0.6%	-20.0%	-14.8%	2.0	?
> c1coc(-c2nnc3sc(-c4cccs4)nn23)c1
→ 13.6*	-11.7%	4.6%	-32.9%	1.0%	45.1	-32.1
> Cc1cccc(-n2c(=O)[nH]c3c(C(N)=O)nc(CC(C)C)nc32)c1
→ -1.1	-7.9%	-7.4%	-5.9%	-1.3%	17.4	-13.8
> CCOCCCN(C(=O)c1ccco1)C(C(=O)NC1CCCC1)c1ccc(OC)cc1 (stereo unspecified)
→ -7.6	-14.4%	-10.3%	27.1%	7.9%	-6.6	-28.2
> COc1ccc(CN(CC(O)COCc2ccccc2)S(=O)(=O)c2ccccc2Br)cc1OC (stereo unspecified)
→ /	-2.2%	/	-30.8%	/	/	-22.1
> CN(c1ccccc1)S(=O)(=O)c1cccc(NC(=O)CSc2nnc(N)s2)c1
→ 1.2	23.2%	-12.5%	-42.5%	-3.4%	-8.9	-16.4
> COc1ccccc1N1CCN(C(=O)Cn2ncc3c([nH]c4ccccc43)c2=O)CC1
→ 7.5	1.6%	1.4%&13.7%	2.0%	-2.0%	-7.9	9.7&-16.1
> Cn1c2c(c(=O)n(C)c1=O)CN(Cc1ccco1)CN2
→ -3.8	9.3%	?	-21.2%	-0.5%	12.6	10.3
> O=C(CSc1nc2ccccc2o1)Nc1ccccc1N1CCOCC1
→ -0.1	9.1%	7.7%	-6.9%	-1.0%	24.3	-6.9
> CC(C)CN(C(=O)COC(=O)CCc1nc2ccccc2s1)c1c(N)n(Cc2ccccc2)c(=O)[nH]c1=O
→ /	-7.0%	0.5%	-10.0%	/	/	-9.3
> COc1cccc(-c2nc(CS(=O)(=O)CC(=O)Nc3ccccc3Cl)c(C)o2)c1
→ 1.8	10.9%	?	0.0%	-12.6%	8.3	-24.2
> CCOCCCNC(=O)CCc1ccc(S(=O)(=O)Nc2ccc(C)cc2)cc1
→ -2.2	4.6%	-4.1%	39.1%	1.7%	-5.3	-34.3
> NC(=O)CC[C@H](NC(=O)c1ccc(F)cc1)C(=O)OCC(=O)Nc1c(F)c(F)c(F)c(F)c1F
→ -1.7	6.1%	-2.2%	-11.1%	7.5%	11.7	-14.8
> COc1cccc(/C=N/Nc2ccc(C(=O)O)cc2)c1O
→ -11.7	2.5%	2.8%	-6.3%	-7.3%	-27.0	-95.4*
> CC1=NNC(=O)C1C(c1ccccc1)C(C#N)C#N (stereo unspecified)
→ -2.8	12.5%	3.2%	-36.8%	-8.2%	-15.6	30.0
> CCCSCCCNC(=O)Cn1nc(CC)n2c(cc3c(OC)cccc32)c1=O
→ -3.3	7.8%	-1.4%	-2.1%	6.3%	-6.2	16.1
> O=C(NCc1ccccc1F)C1CCCN1C(=O)NCc1ccccc1 (stereo unspecified)
→ -4.4	-0.6%	-9.9%	-7.5%	9.0%	2.7	0.5
> O=C1NC(=S)SC1=C1CCCCCC1
→ 3.5	69.5%[activator]	0.5%	-39.1%	14.2%	16.1	-10.8
> CCOC(=O)N1CCC(NC(=O)CS(=O)Cc2nc(-c3ccc(C)cc3)oc2C)CC1 (stereo unspecified)
→ 1.0	-6.4%	3.9%	35.4%	/	9.4	3.5

Shown with each value named: part of the list above.
CC1=NNC(=O)C1C(c1ccccc1)C(C#N)C#N (stereo unspecified)
  Cycloheximide cs: -2.8 | AMA1-RON2 inh: 12.5% | AmpC detergent: 3.2% | AmpC inh no detg: -36.8% | Giardia FBPA inh: -8.2% | Shiga toxin inh: -15.6 | HCMV inh: 30.0
CCCSCCCNC(=O)Cn1nc(CC)n2c(cc3c(OC)cccc32)c1=O
  Cycloheximide cs: -3.3 | AMA1-RON2 inh: 7.8% | AmpC detergent: -1.4% | AmpC inh no detg: -2.1% | Giardia FBPA inh: 6.3% | Shiga toxin inh: -6.2 | HCMV inh: 16.1
O=C(NCc1ccccc1F)C1CCCN1C(=O)NCc1ccccc1 (stereo unspecified)
  Cycloheximide cs: -4.4 | AMA1-RON2 inh: -0.6% | AmpC detergent: -9.9% | AmpC inh no detg: -7.5% | Giardia FBPA inh: 9.0% | Shiga toxin inh: 2.7 | HCMV inh: 0.5

Next part:
Below each compound: Cycloheximide cs	AMA1-RON2 inh	AmpC detergent	AmpC inh no detg	Giardia FBPA inh	Shiga toxin inh	HCMV inh
> COc1ccc(/C=C/C(=O)NC(=S)N2C[C@H]3C[C@H](C2)c2cccc(=O)n2C3)cc1
→ -1.1	45.0%[activator]	?	-10.6%	?	-2.1	13.7
> CCOC(=O)c1c(C)[nH]c(C(=O)COC(=O)c2c(CC)noc2C)c1C
→ /	7.4%	-18.4%	-20.5%	/	/	-5.8
> COc1ccc(/C=N/Nc2ccc([N+](=O)[O-])cc2)cc1Cn1cc([N+](=O)[O-])cn1
→ 11.3*	-7.6%	-1.4%	-35.8%	-2.2%	43.0	-6.5
> CCOC(=O)C1C(=O)NC2(C)CC1c1cc(OC)ccc1O2 (stereo unspecified)
→ -4.9	6.3%	-14.8%	-3.4%	0.9%	-7.9	6.4
> Clc1ccccc1-c1nc(-c2cccnc2)no1
→ 24.6*	25.2%	-0.2%	/	4.8%	83.4*	194.4
> N#Cc1ccccc1COC(=O)CCN=C1NS(=O)(=O)c2ccccc21
→ /	23.2%	/	-12.9%	/	/	-10.0
> CCn1c(SCC(=O)Nc2cc(C)c(Cl)cc2OC)nnc1-c1ccco1
→ -3.5	33.6µM*	-14.0%	96.1%[activator]	-27.1%	-12.2	-0.7
> O=C(NC1CCCC1)C(c1ccc(F)cc1)N(C(=O)c1csnn1)C1CCCC1 (stereo unspecified)
→ -4.2	1.6%	-14.1%	17.7%	0.1%	-5.3	2.7
> N#CCSc1ccccc1NC(=O)CN1C(=O)C(=O)N(Cc2ccccc2)C1=O
→ /	10.6%	/	-28.3%	/	/	-14.7
> O=c1c2ccccc2nc2sc(Nc3cccc(Cl)c3)nn12
→ /	/	4.8%	-18.6%	/	/	44.4
